CD40 NFkB inh: inhibitors of CD40-induced NF-kB signaling, primary screen, BL2 cells, luciferase reporter, single point. CD40L-induced, 4 h. AID 1053188, 2014. inhibition, % at 10 µM. hit rate 0.94% among 83,000;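 active means mean inhibition of at least 50% with a set share of replicates also reaching that level; inconclusive means no clear call, values can overlap the other calls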;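 further: 0% = neutral control wells and 100% = IKK inhibitor VII at 50 µM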
Starred values were filed as active, the others as inactive; ? = inconclusive; & = joins results of further samples; [ ] = dose if it differs, or a comment.

mol,CD40 NFkB inh
C=C(C)CN(CC)C(=O)CC1C(=O)NCCN1CC(C)(C)C (stereo unspecified),9
O=C(CCCc1ccccc1)NCCCc1ccccc1,2
O=C(Nc1ccccc1F)N1CC(=O)N2[C@H](CO)[C@H](c3ccc(-c4cccnc4)cc3)[C@@H]2C1,-8[25 µM]
O=[N+]([O-])c1cccc2ncccc12,13
O=C(Nc1ccccc1)c1ncoc1-c1ccc(Cl)cc1,-29
O=C(C[C@@H]1C=C[C@H](NC(=O)c2cnccn2)[C@@H](CO)O1)NCc1ccccc1F,0[25 µM]
Cc1noc(C)c1NC(=O)Nc1ccc2c(c1)C(=O)N([C@@H](C)CO)C[C@@H](C)[C@H](CN(C)Cc1ccc3c(c1)OCO3)OCCCC[C@@H](C)O2,-5[25 µM]
Cc1ccc(S(=O)(=O)N(C)C[C@@H]2OCc3cn(nn3)CCCC(=O)N([C@H](C)CO)C[C@H]2C)cc1,-9
Cc1ccc(-c2nc(-c3ccc(Cl)cc3)sc2CC(=O)O)c(C)c1,-4
COc1ccccc1-c1ccc([C@@H]2[C@@H](C#N)N(C(=O)C3CC3)[C@@H]2CO)cc1,-14
O=C(CSc1n[nH]c(-c2ccccc2)n1)c1ccc(O)c(O)c1,1
Cc1noc(C)c1COc1ccc(C(=O)N2CCN(S(=O)(=O)c3cccc(F)c3)CC2)cc1,0
CCS(=O)(=O)Nc1ccc2c(c1)C(=O)N(C)[C@@H]1CC[C@@H](CC(=O)N[C@H]3CCN(Cc4ccccc4)C3)O[C@H]1CO2,-8[25 µM]
Cc1c(C#N)c2ccccc2n1C,8
O=C(c1ccco1)N1CCN(Cc2nnnn2C2CCCCC2)CC1,11
Cc1ccc(-c2c3c(=O)n(C)c(=O)n(C)c3cn2Cc2ccccc2)cc1,-7
O=C(Cc1ccccc1)N1CCN=C1SCc1cccc([N+](=O)[O-])c1,7
CO[C@H]1CN(C)C(=O)c2cc(NC(=O)C3CC3)ccc2OC[C@H](C)N(Cc2cc(F)ccc2F)C[C@H]1C,17[25 µM]
CC(=O)N1[C@@H](CO)[C@@H](c2ccccc2)[C@@H]1CN(C)S(=O)(=O)c1ccccc1,8[25 µM]
COc1ccc(C(=O)Nc2ccnn2C2CCN(Cc3cccnc3)CC2)cc1,3
CO/N=C/C(NC(=O)c1ccc(C(F)(F)F)cc1)C(=O)OC (stereo unspecified),-15
CC(=O)c1cccc(NC(=O)Cc2coc3cc4c(cc23)CCC4)c1,-7
Cc1ccc(/C=N\NC(=O)C2CC(=O)N(c3ccccc3)C2)o1 (stereo unspecified),12
CCCC#Cc1cnc2c(c1)C(=O)N([C@@H](C)CO)C[C@@H](C)[C@H](CN(C)C(=O)Nc1cc(F)ccc1F)O2,3[25 µM]
Cc1ccc(NC(=O)CNc2ccccc2CN(C)C2CCCCC2)cc1,-29
O=C(NCc1cccs1)C1CCCN1C(=O)Nc1ccccc1 (stereo unspecified),-1
O=S(c1ccc2ccccc2c1)c1cnns1 (stereo unspecified),-14
O=C(Cn1cnc2c(nnn2Cc2ccccc2)c1=O)N1CCCc2ccccc21,-10
CC1(C(=O)NS(=O)(=O)Cc2cccc(Cl)c2)CCN1C(=O)c1cccc(F)c1 (stereo unspecified),11
CC1CCCC(NC(=O)C2CCN(S(=O)(=O)N3CCCCC3)CC2)C1C (stereo unspecified),1
CN(C)S(=O)(=O)c1cccc(NC(=O)COc2cccc3ccccc23)c1,1
O=C(c1ccc(S(=O)(=O)NCC2CCCO2)cc1)N1CCN(c2cccc(Cl)c2)CC1 (stereo unspecified),16
COc1ccc(CCc2nnc(CCC(=O)NCc3cnc4ccccn34)o2)cc1,12
CCCCn1c(N)c(N(CCOC)C(=O)CN(C)S(=O)(=O)c2ccc(C)cc2)c(=O)[nH]c1=O,9
O=C(Nc1ccc(S(=O)(=O)Nc2ncccn2)cc1)C12CC3CC(CC(C3)C1)C2,13
O=C(CNC(=O)c1ccco1)Nc1ccc2c(c1)OCCO2,36
COc1ccc(S(=O)(=O)Nc2ccc3c(c2)OCO3)cc1C,19
CC(=O)NCCCC(=O)NC(CCC(=O)OCc1ccccc1)C(=O)OCc1ccccc1 (stereo unspecified),?
CC(=O)Nc1cc(NC(C)=O)cc(C(=O)OCC(=O)c2ccc3c(c2)OCO3)c1,-17
Cc1ccc(/C=N/NC(=O)CNC(=O)c2cccs2)o1,3
COc1ccccc1CNC(=O)CN1C(=O)NC2(CCCCCCC2)C1=O,13
COCC(=O)N1CCC2(CC1)CN(Cc1ccccc1Cl)[C@@H](CO)c1[nH]c3cc(OC)ccc3c12,-7[25 µM]
CCc1cnc(N2[C@H](C#N)[C@@H](c3ccc(-c4cccc(F)c4)cc3)[C@H]2CO)s1,4[25 µM]
CC12CCC(C(=O)N(CCCCN3CCN(c4ccccn4)CC3)C1=O)C2(C)C (stereo unspecified),3
COc1ccc2[nH]c3c(c2c1)CCNC3(C)CCc1ccc(Cl)nc1 (stereo unspecified),6
NNC(=O)c1nc(-c2ccccc2)cc(-c2ccccc2)n1,24
C[C@H]1CN(C)C(=O)Cc2ccccc2O[C@H]1CN(C)S(C)(=O)=O,5
O=c1c(C/C=C/c2ccccc2)c(O)ccn1Cc1cccc(Cl)c1,1
OC(c1ccc(Cl)c(Cl)c1)c1ncc(-c2ccccc2F)[nH]1 (stereo unspecified),6
CCCCNS(=O)(=O)c1ccc(OC)cc1,5

(next part)
mol,CD40 NFkB inh
O=C(Cc1ncc(C(F)(F)F)cc1Cl)NCc1cccnc1,8
CC(C)N(Cc1nc(-c2ccccc2)no1)C(=O)CN1C(=O)c2ccccc2C1=O,4
O=C(Nc1ccc(F)cc1)N1C[C@H]2[C@@H](c3ccccc31)[C@H](CO)N2Cc1ccccc1,-3
CC(=O)N(CC(C)C)C[C@H]1[C@@H](c2ccc(C3=CCCC3)cc2)[C@@H](CO)N1C(C)=O,-2[25 µM]
CC(C)OC(=O)N(C)C[C@@H]1OCc2ccccc2-c2c(n(C)c3ccccc23)C(=O)N([C@H](C)CO)C[C@H]1C,9
C[C@H]1CN([C@@H](C)CO)C(=O)c2c(c3ccccc3n2C)-c2ccccc2CO[C@H]1CN(C)Cc1ccc(Oc2ccccc2)cc1,19[25 µM]
CCC(C)[C@H](NC(=O)Nc1cccc(Br)c1)C(=O)OC (stereo partly specified),9
COc1ccc(/C=N/NC(=O)c2ccn[nH]2)cc1CN1CCOCC1,-10
FC(F)(F)C(F)(F)c1nc2nc(Cl)c(Cl)nc2[nH]1,3
CCOC(=O)N1CCN(C(=O)C2CCN(S(=O)(=O)N3CCCC3)CC2)CC1,8
O=C1CN(S(=O)(=O)Cc2ccccc2)C[C@@H]2[C@H](c3ccc(C#Cc4ccccc4)cc3)[C@H](CO)N12,28[25 µM]
CC(C)[C@@H]1C(=O)N[C@H](c2cccc(Cl)c2)CC=CC[C@@H](C)Oc2ccccc2C(=O)N1C (mixture of isomers),0[25 µM]
CC(C)C(NS(=O)(=O)c1ccccc1)C(=O)OCC(=O)NNC(=O)c1ccccc1 (stereo unspecified),-5
CCc1c(C)nc(N)nc1OCC(F)(F)C(F)F,4
CN1CCCCN2[C@@H](CO)[C@H](c3ccc(C#CC4(O)CCCC4)cc3)[C@@H]2C1,-15[25 µM]
O=C(Nc1ccccc1)c1ccc(NC2CCCCC2)c(S(=O)(=O)N2CCOCC2)c1,2
CCC(=O)N[C@@H]1C=C[C@H](CC(=O)NCC2CC2)O[C@@H]1CO,-2
O=C(Nc1ccc2c(c1)nc1n2CCN(Cc2ccccc2)C1)c1cccs1,-4
CCn1nc(C(=O)Nc2cccc(S(=O)(=O)N3CCCC3)c2)c2ccccc2c1=O,28
COc1ccc(Oc2ncnc3c2ncn3Cc2ccccc2)cc1,-26
C[C@@H]1CN([C@H](C)CO)C(=O)c2cc(-c3cccc(C#N)c3)cnc2O[C@@H]1CN(C)C(=O)C1CCOCC1,0[25 µM]
CCOC(=O)c1c(C)c(-c2ccccc2)n(CC(=O)N2CCCC2)c1C,11
O=C(Cn1cnc2ccccc2c1=O)c1ccc2c(c1)OCCO2,-58
C[C@H](CO)N1C[C@H](C)[C@@H](CN(C)Cc2ccccc2C(F)(F)F)OCc2cn(nn2)CCCC1=O,5[25 µM]
O=C(Nc1ccncc1)c1ccc2c(c1)S(=O)(=O)c1ccccc1C2=O,6

More entries follow:
| SMILES | CD40 NFkB inh |
| --- | --- |
| CCOc1ccc(CCNc2nc3c(c(=O)n(C)c(=O)n3C)n2CC)cc1OCC | 24 |
| O=[N+]([O-])c1ccc(-c2nnc(CNC3CCCC3)o2)cc1 | -8 |
| COc1ccc(C2(CNC(=O)c3ccc(N)cc3)CCCC2)cc1 | -3 |
| Cc1ccccc1NC(=S)NC12CN3CN(CN(C3)C1)C2 | 3 |
| O=C(NCC1CCCCC1)[C@H]1[C@H](CO)[C@H]2Cn3c(cccc3=O)[C@H]2N1C(=O)CC1CC1 | 1[25 µM] |
| CC(OC(=O)c1nc(Cl)ccc1Cl)C(=O)c1ccccc1 (stereo unspecified) | 4 |
| NC(=O)c1ccc(NC(=O)c2ccc(COc3ccccc3Br)cc2)cc1 | -11 |
| O=C(c1cccnc1)N1C[C@H]2[C@@H](c3ccccc31)[C@H](CO)N2CC1CCCCC1 | 1[25 µM] |
| COc1ccc(NC(=S)NCCc2c[nH]c3ccccc23)cc1 | -7 |
| CO[C@@H]1CN(C)C(=O)c2ccc(NC(=O)Cc3ccccc3)cc2OC[C@H](C)N(C)C[C@@H]1C | 18 |
| CCc1ccc(N2CC(C(=O)OCc3nc4ccsc4c(=O)[nH]3)CC2=O)cc1 (stereo unspecified) | -3 |
| COc1ccc(CC(=O)OCC(=O)Nc2ccc(OC(F)F)cc2)cc1OC | -1 |

Copied from the list.
CCOc1ccc(CCNc2nc3c(c(=O)n(C)c(=O)n3C)n2CC)cc1OCC in CD40 NFkB inh has 24
O=C(c1cccnc1)N1C[C@H]2[C@@H](c3ccccc31)[C@H](CO)N2CC1CCCCC1 in CD40 NFkB inh has 1[25 µM]
O=[N+]([O-])c1ccc(-c2nnc(CNC3CCCC3)o2)cc1 in CD40 NFkB inh has -8
CCc1ccc(N2CC(C(=O)OCc3nc4ccsc4c(=O)[nH]3)CC2=O)cc1 (stereo unspecified) in CD40 NFkB inh has -3

(listing goes on)
| SMILES | CD40 NFkB inh |
| --- | --- |
| CCCOP(=O)(OCCC)C(Nc1ccc(C(=O)O)cc1)c1ccccc1 (stereo unspecified) | 10 |
| O=C(Cc1ccncc1)N1C[C@@H]2N[C@H](C1)C2c1ccc(-c2ccncc2)cc1 (stereo partly specified) | -4&6 |
| O=C(Nc1ccc2c(c1)[C@@H]1C[C@H](CC(=O)N3CCCCC3)O[C@@H](CO)[C@@H]1O2)NC1CCCCC1 | -5[25 µM] |
| C[C@H]1C(=O)N(C)CCN1C(=O)c1ccc(OC2CCN(CCc3ccccc3)CC2)cc1 | 7 |
| O=C(CC1SC(N2CCCC2)=NC1=O)Nc1ccc(C(=O)N2CCCC(C(F)(F)F)C2)cc1 (stereo unspecified) | 8 |
| COc1ccc(C(=O)Nc2ccc(S(=O)(=O)N3CCCCC3)cc2)cc1 | 15 |
| Cn1c(Cc2cccs2)nnc1SC/C=C/c1ccccc1 | -3 |
| COc1ccc(-n2ncc3c2CC(C)(C)CC3NC(=O)CCc2c(C)noc2C)cc1 (stereo unspecified) | -13 |
| CCc1ccc(OCC(=O)N2CCN(c3ccccc3F)CC2)cc1 | 0 |
| COc1ccc(CNC(=O)C[C@@H]2C=C[C@@H](NC(=O)c3ccc4c(c3)OCO4)[C@H](CO)O2)cc1 | 2 |
| Cn1c(=O)oc2cc(S(=O)(=O)NC3CCN(Cc4ccccc4)CC3)ccc21 | 14 |
| CCC(C)(C(=O)NC1CCCC1)N(Cc1cccs1)C(C)=O (stereo unspecified) | 18 |

By substructure: the entries above with a thiophene ring, fused or not.
| SMILES | CD40 NFkB inh |
| --- | --- |
| O=C(NCc1cccs1)C1CCCN1C(=O)Nc1ccccc1 (stereo unspecified) | -1 |
| Cc1ccc(/C=N/NC(=O)CNC(=O)c2cccs2)o1 | 3 |
| O=C(Nc1ccc2c(c1)nc1n2CCN(Cc2ccccc2)C1)c1cccs1 | -4 |
| CCc1ccc(N2CC(C(=O)OCc3nc4ccsc4c(=O)[nH]3)CC2=O)cc1 (stereo unspecified) | -3 |
| Cn1c(Cc2cccs2)nnc1SC/C=C/c1ccccc1 | -3 |
| CCC(C)(C(=O)NC1CCCC1)N(Cc1cccs1)C(C)=O (stereo unspecified) | 18 |

Next part:
| SMILES | CD40 NFkB inh |
| --- | --- |
| C[C@@H](NC(=O)C[C@@H]1CC[C@@H]2[C@H](COc3ccc(NC(=O)C4CCOCC4)cc3C(=O)N2C)O1)c1ccccc1 | 3[25 µM] |
| COc1ccccc1-c1ccc([C@H]2[C@H](CO)N3CCCCN(C(=O)NC4CCCC4)C[C@@H]23)cc1 | 7[25 µM] |
| C[C@@H]1CN([C@@H](C)CO)C(=O)CCCn2cc(nn2)CO[C@H]1CN(C)C(=O)c1cc(-c2ccccc2)on1 | -1[25 µM] |
| C[C@@H]1CN([C@@H](C)CO)C(=O)c2c(c3ccccc3n2C)-c2ccccc2CO[C@@H]1CN(C)Cc1cccc2c1OCCCO2 | 3[25 µM] |
| Cc1noc(C)c1S(=O)(=O)Nc1ccc2c(c1)C(=O)N([C@H](C)CO)C[C@@H](C)[C@@H](CN(C)Cc1ccc3c(c1)OCO3)O2 | 2[25 µM] |
| CO[C@@H](CN(C)S(=O)(=O)c1ccc(F)cc1)[C@H](C)CN(C(=O)Nc1ccccc1F)[C@@H](C)CO | -25 |
| O=C(OCc1nnc(-c2ccc(Cl)cc2)o1)c1ccncc1 | -1 |
| Cc1ccc(S(=O)(=O)NCC(=O)NCC(=O)NCCc2ccccc2F)cc1C | 1 |
| O=S(=O)(NCc1cccs1)c1ccc(Cl)s1 | 0 |
| CCC1(c2ccc(F)cc2)NC(=O)N(CC(=O)c2cc(C)n(C3CC3)c2C)C1=O (stereo unspecified) | -5 |
| COC(=O)C(CCCN1C(=O)c2ccccc2C1=O)(NC(C)=O)c1nn[nH]n1 (stereo unspecified) | 2 |
| O=C(CNc1cccc(S(=O)(=O)N2CCOCC2)c1)Nc1cccc(Br)c1 | 12 |
| COc1ccccc1NC(=O)N1CCCCN2[C@@H](CO)[C@@H](c3ccc(-c4cccc(C#N)c4)cc3)[C@@H]2C1 | 16[25 µM] |

Compound activity from PubChem.

Some of the compounds tested; the hit share may differ from the screen's.
